# NLRP3 yeast inh: blocks the NALP3 inflammasome reconstituted in yeast. actives 0.39% (n = 330,000). Yeast reconstituted NLRP3/ASC/caspase-1, beta-gal luminescence, 24 h. AID 2825. inhibition, % at 10 µM;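 active = inhibition of 50% or more; inactive = inhibition below 50%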;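 note: plate controls were induced DMSO wells for no effect and uninduced yeast grown without galactose for full effect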
# Apaf-1 inh: blocks human Apaf-1 apoptosome activity | O14727 | reconstituted apoptosome caspase-3 activity, DEVD-Rh110 fluorescence | inhibition, % at 20 µM | actives 0.71% (n = 330,000); active = inhibition of at least 40% at 20 µM;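 note: plate controls were DMSO wells for no effect and DEVD-CHO caspase inhibitor wells for full effect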
#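 System: Apoptosome proteins | Medium: Hepes pH 7.5 with detergent and BSA | Also added: Cytochrome c trigger plus (Z-DEVD)2-Rh110 caspase-3 substrate | Incubation: 30 min compound preincubation, 50 min activation, room temperature | Detection: Rhodamine 110 fluorescence at Ex 480/Em 540 nm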
# SENP7 block: inhibitors of human SENP7 protease. actives 1.5% (n = 330,000). recombinant SENP7, Z-RLRGG-aminoluciferin luminescence, 40 min. inhibition, % at 5 µM. Q9BQF6;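 active = inhibition above about 50% at the single test dose, limit read from the data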;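 note: plate controls were DMSO with enzyme for no effect and no enzyme buffer wells for full effect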
# SENP6 block: SENP6 protease inhibition; actives 1.8% (n = 330,000); Q9GZR1; inhibition, % at 10 µM; Recombinant SENP6 catalytic domain, aminoluciferin luminescence;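 active = inhibition above about 50% at the single tested dose, limit read from the data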;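 note: plate controls were DMSO wells with enzyme for no effect and DMSO wells lacking enzyme for full effect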
# Target sequence (Q9GZR1 628-1112 limits assumed): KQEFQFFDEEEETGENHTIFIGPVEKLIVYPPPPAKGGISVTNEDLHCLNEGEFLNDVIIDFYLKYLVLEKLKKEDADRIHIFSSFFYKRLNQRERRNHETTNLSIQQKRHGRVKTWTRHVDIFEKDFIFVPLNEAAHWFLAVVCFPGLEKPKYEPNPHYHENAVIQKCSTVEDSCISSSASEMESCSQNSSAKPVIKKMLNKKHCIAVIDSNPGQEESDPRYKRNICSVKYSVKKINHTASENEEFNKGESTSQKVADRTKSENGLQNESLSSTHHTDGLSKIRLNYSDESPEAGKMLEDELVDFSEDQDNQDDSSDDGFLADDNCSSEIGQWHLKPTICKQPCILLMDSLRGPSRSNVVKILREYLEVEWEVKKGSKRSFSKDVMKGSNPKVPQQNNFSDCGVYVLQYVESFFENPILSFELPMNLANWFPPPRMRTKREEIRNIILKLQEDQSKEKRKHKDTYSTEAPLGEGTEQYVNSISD
# SENP1 FRET inh: blocks the human SENP1 SUMO protease catalytic domain; Q9P0U3; recombinant SENP1 catalytic domain, CyPet-SUMO1-YPet FRET cleavage; inhibition, % at 10 µM; actives 0.21% (n = 360,000);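 active = inhibition at least 30% at 10 µM, raw YFP signal under a set limit, fluorescence ratio 0.5 to 1.5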;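 note: 0% = enzyme with DMSO and 100% = no enzyme wells; some results filed as inactive read as strong as hits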
# Target sequence (Q9P0U3 419-644 limits assumed): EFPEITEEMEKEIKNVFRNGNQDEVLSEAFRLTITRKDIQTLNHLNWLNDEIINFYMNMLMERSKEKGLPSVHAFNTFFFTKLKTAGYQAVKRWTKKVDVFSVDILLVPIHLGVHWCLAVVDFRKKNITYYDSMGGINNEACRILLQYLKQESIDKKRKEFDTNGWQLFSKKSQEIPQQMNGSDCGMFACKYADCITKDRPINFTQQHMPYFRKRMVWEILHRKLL
#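 Test system: hSENP1 catalytic domain, recombinant; Amount: 20 pM final SENP1 enzyme; Medium: Tris pH 8 buffer plus EDTA, NaCl, BME, BSA, NP40, catalase; Schedule: 50 min enzyme reaction, room temperature, light-protected; Technique: FRET fluorescence in CFP and YFP emission channels; Controls: no-enzyme wells low, DMSO-plus-enzyme wells high control.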
# SENP8 block-1: SENP8 protease inhibition | AID 2540 | inhibition, % at 10 µM | Q96LD8 | purified SENP8, Z-RLRGG-aminoluciferin cleavage, luminescence | actives 1.2% (n = 330,000); in the data active = inhibition above about 50%
# Target sequence (Q96LD8 whole entry, looked up): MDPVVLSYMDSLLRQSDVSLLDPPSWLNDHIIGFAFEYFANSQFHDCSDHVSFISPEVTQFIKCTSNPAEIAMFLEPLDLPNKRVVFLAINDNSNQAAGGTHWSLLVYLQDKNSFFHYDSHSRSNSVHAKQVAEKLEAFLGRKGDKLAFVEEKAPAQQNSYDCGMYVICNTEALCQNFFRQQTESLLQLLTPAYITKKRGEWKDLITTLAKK
# HKDC1 inh: blocks human hexokinase HKDC1 activity. Q2TB90. recombinant HKDC1, G6PDH/diaphorase resazurin coupled fluorescence. inhibition, % at 20 µM. actives 0.16% (n = 340,000);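 active = inhibition above about 35% when tested at 20 µM, limit read from the data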;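 note: plate controls were DMSO wells with enzyme for no effect and DMSO wells lacking enzyme for full effect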
#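 Material: recombinant HKDC1 hexokinase; Amount: HKDC1 at 5 µg/mL; Medium: Tris pH 8.0 buffer with MgCl2, Tween-20, BSA, BME; Schedule: 90 min reaction incubation at room temperature, dark; Technique: coupled resazurin fluorescence, excitation 525 nm, emission 613 nm.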
# SENP8 block-2: SENP8 (human) protease inhibition; Q96LD8; recombinant SENP8, Nedd8 substrate fluorescence; inhibition, % at 20 µM; actives 0.64% (n = 360,000); AID 602440; in the data active = inhibition mostly above about 40%, no sharp cut-off; inactive = mostly below about 27%
# PfGluPho inh: PfG6PD (Plasmodium falciparum) enzyme inhibition; actives 0.78% (n = 350,000); PfGluPho enzyme, NADPH resazurin-diaphorase fluorescence; inhibition, % at 20 µM; AID 504690;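 active = inhibition reaching at least a set limit at 20 µM in the primary screen, cut at about 59% in these data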;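 note: 0% = DMSO wells with substrate and 100% = DMSO wells lacking glucose-6-phosphate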
# Active calls of the source: *; i = inactive; . = not tested or not shown.
canonical_smiles,NLRP3 yeast inh,Apaf-1 inh,SENP7 block,SENP6 block,SENP1 FRET inh,SENP8 block-1,HKDC1 inh,SENP8 block-2,PfGluPho inh
CCN1C[C@@H]2[C@@H]3C(=O)N(C)C(=O)[C@@H]3[C@](CC)(C1=O)N2C(=O)c1ccc(C)cc1,.,.,.,.,0.8,.,-2.0,8.4,7.5
N#CC1=C(N)Oc2c(ccc3cccnc23)C1c1cccnc1 (stereo not drawn),20.1,0.2,11.4,23.8,-89.8,3.7,7.9,-315.1,-4.9
O=c1[nH]c(=S)n(-c2ccc(Br)cc2)c2ncccc12,24.4,-13.5,2.7,1.0,-0.9,6.9,-0.3,25.2,6.4
COc1ccc(NC2CCCN(C(=O)c3ccc4nc(C)c(C)nc4c3)C2)cc1OC (stereo not drawn),0.4,4.4,-0.4,-1.5,2.4,1.6,3.9,11.6,17.5
CC(=O)c1cc(C)ccc1OC(=O)CN1C(=O)c2ccccc2C1=O,19.0,-7.4,-7.1,-7.6,1.6,-12.2,-7.0,8.6,13.2
CCc1nc2ccccc2c(C(=O)Nc2ccc(F)cc2)c1C,21.7,0.4,4.9,3.3,1.0,-6.5,-4.9,21.0,16.0
CC(C)N1C(=O)CC2(CC[N+](C)(CCOC(=O)C(c3ccccc3)c3ccccc3)CC2)C1=O (stereo not drawn),21.5,1.1,3.9,10.7,3.8,-4.3,-4.4,20.1,3.6
Cc1nn(CC(=O)N2CCC(N3CCCCC3)CC2)c(=O)c2c1sc1ccccc12,10.5,0.8,-3.6,-17.8,-3.2,3.5,-7.9,-38.8,-25.3
O=C(NCc1ccccc1Cl)C1CCN(S(=O)(=O)N2CCCCCC2)CC1,10.1,-5.4,3.3,2.7,1.1,-1.1,-5.5,12.7,-3.6
COc1cccc(-c2nc(N3CCCCC3C)c3ccccc3n2)c1O (stereo not drawn),11.7,12.1,8.5,-1.4,2.6,-0.4,-4.5,47.4*,14.8
COc1ccccc1N1CCN(C(=O)c2cccc(Oc3ccccc3)c2)CC1,16.3,14.2,-9.9,-12.6,-0.1,0.2,-5.1,6.7,-4.1
O=C(N/N=C/C=C/c1ccc2c(c1)OCO2)c1ccc([N+](=O)[O-])cc1,9.6,-25.8,-3.2,7.7,0.7,10.5,-6.8,9.0,-12.8
CC(C)(C)SCCNC(=O)c1cccc([N+](=O)[O-])c1,15.9,-0.3,0.9,-10.6,1.8,-0.8,4.5,8.3,-12.3
COc1ccc(CN2CCN(CC=C(C)C)C(CCO)C2)cc1Cn1cncn1 (stereo not drawn),-3.6,6.0,-0.7,-10.6,1.0,-3.8,-1.7,13.4,-7.7
O=C(COc1ccccc1Cl)N1CCN(c2ncccn2)CC1,22.3,7.4,12.6,-7.1,-0.4,-1.6,9.2,-13.4,-19.7
CSCCC(NC(=O)c1ccc([N+](=O)[O-])cc1Cl)C(=O)OCC(=O)C12CC3CC(CC(C3)C1)C2 (stereo not drawn),19.2,7.9,5.8,-6.4,-0.3,-8.9,-3.9,7.7,12.3
O=C(NC1CCCCC1)N1CCN(c2ccc([N+](=O)[O-])cc2)CC1,23.5,7.1,0.9,-2.8,-0.2,1.5,-1.9,8.3,16.0
C=CCn1c(SCc2cc(=O)n3ccsc3n2)nnc1C1CCCCC1,13.2,8.6,7.4,-20.0,0.7,-5.5,-8.6,-0.8,-6.1
Cc1ccccc1NC(=O)CSc1nc2ccccc2c(=O)n1CC1CCCO1 (stereo not drawn),5.8,7.0,9.0,-8.2,5.7,-0.2,-2.1,1.7,-2.9
O=[N+]([O-])c1cccc(-c2nnc3n2CCCCC3)c1,9.7,8.7,12.1,17.2,2.2,-1.2,-6.6,-0.9,6.1
COc1cccc(/C=C2\SC(=S)N(CCCC(=O)N(CCO)c3ccccc3)C2=O)c1,16.8,21.9,-2.0,9.6,0.6,-5.3,9.2,24.4,13.6
COc1ccccc1/C=C/C(=O)OCC(=O)Nc1ccccc1Sc1ccccc1,-5.3,-1.7,2.6,0.0,3.6,-3.9,17.0,-205.5,16.8
O=C(NC1CCS(=O)(=O)C1)c1cccc(Cl)c1 (stereo not drawn),10.8,5.6,-1.1,-8.0,0.9,2.6,-1.2,16.2,-2.1
CCn1c(SCC(=O)N(C)CC(=O)Nc2ccc(OC)cc2)nnc1-c1ccco1,1.0,5.7,11.9,-18.1,1.9,-2.6,-1.3,-5.2,15.2
CCC(CC)c1nn2c(N)c(/C=C3\C=Nc4ccccc43)c(=O)nc2s1,10.9,30.2,3.1,-17.0,-158.2,-3.1,0.9,-49.8,-7.7
CC(OC(=O)CCc1ccccc1)C(=O)Nc1ccc(Cl)cn1 (stereo not drawn),9.9,9.0,-0.6,-10.4,2.3,-3.6,-2.1,11.3,6.0
Cc1ccc(C(=O)OCN2C(=O)c3ccccc3C2=O)cc1S(=O)(=O)N1CCOCC1,10.4,9.0,-7.0,-12.1,1.9,0.6,-2.3,13.1,-71.9
Cc1ccc(C)c(S(=O)(=O)N2CCN(C(=O)c3cccnc3)CC2)c1,4.7,4.2,-1.3,2.0,2.8,7.6,-1.1,12.0,-10.5
COc1cc(OC)c(OC)cc1CNC(=O)CCN1C(=O)c2cccc([N+](=O)[O-])c2C1=O,25.0,-3.4,3.7,-5.6,-0.3,5.2,1.1,13.5,-6.9
Cc1cc(-c2ccccc2)c2c(=O)[nH][nH]c2n1,0.9,6.7,-9.9,-12.5,3.7,-7.2,-17.1,5.8,-15.6
COC(=O)c1cc(Cl)cc2c(C)c(C3(O)CCCCC3)[nH]c12,9.8,24.0,4.6,13.3,-7.2,2.4,4.9,i,6.7
CC(=O)c1ccc(S(=O)(=O)NC2CC2)cc1,6.3,0.0,0.1,-29.8,1.0,-2.2,-0.1,-2.4,-1.3
O=C(c1ccccc1Cl)N1CCC(n2cccc2)CC1,18.6,-18.8,1.9,-17.2,0.3,0.6,-1.2,6.8,-4.5
CC(C)c1ccccc1NC(=S)N1CCN(S(=O)(=O)c2cccs2)CC1,8.2,-0.2,3.6,2.8,5.6,3.6,1.5,-3.9,13.3
CCc1cccc(CC)c1NC(=O)Cn1c(-c2ccc(F)cc2)noc1=O,-0.4,4.4,-8.5,-9.6,3.1,-9.1,-6.3,11.1,4.8
Brc1ccc(-c2nnc(-c3ccc4c(c3)OCO4)o2)o1,30.2,0.8,61.2*,35.3,0.7,-9.1,-3.0,-276.6,4.0
c1ccc(-c2cn(-c3ccccc3)c3[n+]2CCCS3)cc1,19.1,12.2,-7.8,-14.9,1.9,-4.4,-1.3,6.3,6.3
N#CCC1c2ccccc2CCN1C(=O)Nc1ccc(C(F)(F)F)cc1 (stereo not drawn),-4.0,8.4,5.7,-35.8,-0.1,-2.1,8.3,9.9,3.1
Cc1ccc(C)c(SCC(=O)NNC(=O)c2csc(N3CCOCC3)n2)c1,4.3,6.5,18.4,-13.5,2.6,-8.3,-2.6,-10.7,-16.2
COc1cc2c(cc1OC)C(C(N)=O)NCC2 (stereo not drawn),.,.,.,.,-2.8,.,-1.6,-10.2,-8.1
COc1ccc(OC)c(C(=O)COC(=O)COc2ccccc2)c1,6.0,-2.1,3.2,-15.8,-17.0,5.6,-4.0,-82.8,17.0
CCC(C)(C)C(=O)O,6.3,2.2,9.1,-8.6,1.6,6.6,-3.2,20.5,-3.7
COc1ccccc1NC(=O)c1ccc[n+]([O-])c1,11.6,3.0,-5.0,-20.3,1.6,-0.8,-1.0,4.1,-2.0
Cc1ccc(OCc2ccc(C(=O)N3CCOCC3)cc2)cc1C,33.9,-12.4,89.9*,83.2*,2.3,74.9*,-2.4,33.3,0.9
COc1ccc(C(C)(C)C)cc1NC(=O)c1cncc(Br)c1,56.1*,19.4,4.2,4.8,1.5,-4.8,6.3,26.4,-0.7
CSc1ccc(S(=O)(=O)NCCCOC(C)C)cc1,17.7,4.1,-5.0,-32.4,3.0,-6.0,-9.0,1.5,27.1
Cc1ccnc(NC(=O)CCC(=O)N(CC(=O)NC2CCCCC2)Cc2ccccc2)c1,13.1,7.3,0.9,-15.4,2.7,-0.3,-5.6,12.9,-10.5
CCN(CC)S(=O)(=O)c1ccc2c(c1)N(CC(=O)NCCN1CCOCC1)C(=O)CO2,4.5,9.2,-12.1,-22.0,1.0,-12.2,-5.3,2.7,-9.2
CCCCNC(=O)Nc1nnc(-c2ccc(Cl)cc2)o1,4.3,-8.5,1.6,-4.6,-0.9,6.0,-6.6,-75.5,-10.4
CCN1CCN(C(=S)c2ccc(Cl)cc2)CC1,2.0,1.3,9.0,-13.3,-0.1,-5.6,-1.9,11.7,80.9*
Cc1ccc(Nc2nc(COC(=O)COc3ccc(C=O)cc3)cs2)cc1,9.2,-4.0,5.1,-5.8,-0.7,-18.1,-1.0,17.7,7.6
Cc1cc2oc(C(=O)NC3CCS(=O)(=O)C3)c(C)c2cc1C (stereo not drawn),12.0,9.9,8.1,-15.5,-4.5,-6.6,-3.3,22.7,16.6
O=C(NC1(C(F)(F)F)C(=O)Nc2c1c(=O)[nH]c(=O)n2-c1ccccc1)c1cccnc1 (stereo not drawn),5.0,10.0,-8.6,-15.5,0.5,-3.7,-0.4,14.0,-11.9
Cc1cccc(OCC(=O)NC(=S)Nc2ccccc2N2CCOCC2)c1C,15.9,0.1,-5.5,-4.8,4.1,-3.3,3.0,0.8,-17.2
O=C(c1c[nH]c2ccccc12)N1CCOCC1,-4.6,2.0,-12.1,-20.1,1.7,-5.3,-4.7,9.4,-10.5
O=C(Nc1cccc(-c2ccc(F)cc2)c1)C1CCCN(C(=O)c2cscn2)C1 (stereo not drawn),-0.5,2.0,5.9,15.9,1.9,7.8,-3.1,9.5,13.2
CCOc1ccc(NC(=O)C2CC(=O)OC2c2ccccc2)cc1 (stereo not drawn),11.4,-17.9,5.4,-9.3,-0.1,0.7,-6.5,12.2,7.7

# By substructure, the entries above containing a tert-butyl group
canonical_smiles,NLRP3 yeast inh,Apaf-1 inh,SENP7 block,SENP6 block,SENP1 FRET inh,SENP8 block-1,HKDC1 inh,SENP8 block-2,PfGluPho inh
CC(C)(C)SCCNC(=O)c1cccc([N+](=O)[O-])c1,15.9,-0.3,0.9,-10.6,1.8,-0.8,4.5,8.3,-12.3
COc1ccc(C(C)(C)C)cc1NC(=O)c1cncc(Br)c1,56.1*,19.4,4.2,4.8,1.5,-4.8,6.3,26.4,-0.7

# Bioassay records from PubChem.
